Vif inh: inhibitors of HIV Vif. HEK293T cells, Vif self-association by quenched fluorescence, imaging, 24 h. inhibition, % at 7.49 µM. 340,000 compounds, 0.35% hits; in the data active = inhibition above about 50%, passing the limit was not always enough; note: some results filed as inactive read as strong as hits
CF NFkB inh: inhibitors of cystic fibrosis induced NF-kB; KKLEB NF-kB-GFP reporter, PAF-induced, GFP fluorescence overnight; inhibition, % at 5 µM; 360,000 compounds, 0.86% hits;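 active = at least 50% inhibition at 5 µM, scaled per plate between neutral and stimulator controls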;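 note: PAF is a Pseudomonas aeruginosa culture filtrate used as stimulus; plate controls were PAF-stimulated DMSO wells for no effect and unstimulated DMSO wells for full effect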
NR2E3 ag-1: agonists of human NR2E3 nuclear receptor; Q9Y5X4; CHO-S Gal4-NCOR/VP16-NR2E3 two-hybrid, luciferase; inhibition of corepressor binding, % at 3.98 µM; 360,000 compounds, 0.35% hits; AID 602229;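 active = inhibition above the mean of all tested compounds plus 3 SD, cut at about 70% in these data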;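 note: 0% = DMSO with NR2E3 transfected cells and 100% = cells lacking NR2E3 construct; higher means lower luciferase signal from less NR2E3 corepressor binding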
Target sequence (Q9Y5X4 whole entry, looked up, the tested form may be a part): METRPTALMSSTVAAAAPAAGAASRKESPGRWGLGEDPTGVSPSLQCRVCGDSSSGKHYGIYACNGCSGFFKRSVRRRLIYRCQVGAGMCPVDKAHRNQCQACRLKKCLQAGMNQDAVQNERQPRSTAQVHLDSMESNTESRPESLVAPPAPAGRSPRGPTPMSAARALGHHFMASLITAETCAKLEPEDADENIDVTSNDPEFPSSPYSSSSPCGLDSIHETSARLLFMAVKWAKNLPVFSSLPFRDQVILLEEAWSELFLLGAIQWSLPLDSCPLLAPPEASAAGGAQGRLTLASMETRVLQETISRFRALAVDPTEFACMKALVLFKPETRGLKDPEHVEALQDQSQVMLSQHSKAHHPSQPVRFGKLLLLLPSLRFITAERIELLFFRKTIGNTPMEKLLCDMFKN
HIF-2a block: inhibitors of HIF-2a; AID 624352; 360,000 compounds, 0.72% hits; inhibition, % at 18.8 µM; 786-0 RCC cells HIF-2a reporter, luciferase luminescence, overnight;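 active = inhibition of the luminescence signal of 40% or more relative to plate controls, in a single-dose primary screen at 18.75 µM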
NR2E3 ag-2: activates human photoreceptor nuclear receptor NR2E3 | Q9Y5X4 | GST-NR2E3/biotin-RetCOR TR-FRET, 1536-well | inhibition of corepressor binding, % at 4.78 µM | 320,000 compounds, 0.12% hits | AID 2300;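 active = percent inhibition above the cutoff of mean plus 3 SD of all tested compounds, set per screening campaign, cut at about 20% in these data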;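 note: 0% = DMSO wells and 100% = biotin wells as full block of FRET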
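System: GST-NR2E3 and biotin-RetCOR proteins; probe or stimulus: 7 nM biotin-RetCOR; doses: compound at 4.8 µM, single dose; schedule: Compound–protein incubation for 5 h at 4 °C; detection: time-resolved FRET; read-out: percent inhibition; controls: biotin wells as high control, 0.6% DMSO wells as low control; format: 1536-well plates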
Shn3 3UTR inh: Schnurri-3 reporter inhibition in Clone20 osteoblasts; Clone20 osteoblast Shn3 3'UTR firefly luciferase, 24 h; inhibition, % at 12.5 µM; 360,000 compounds, 0.52% hits; AID 588674;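 active = mean inhibition of at least 75% with every replicate also reaching 75%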;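 note: 0% = median of neutral control wells and 100% = pilot-screen positive control compound; some compounds past the cut are filed as inactive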
PDI inh: inhibitors of human protein disulfide isomerase; inhibition, % at 10 µM; 350,000 compounds, 0.052% hits; PDI insulin aggregation turbidity, A650, 90 min;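 active = mean inhibition across replicates of 30% or more, whatever share of single replicates reach that level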;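 note: absorbance from insulin aggregation driven by PDI reduction with DTT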
Target sequence (P07237 whole entry, looked up): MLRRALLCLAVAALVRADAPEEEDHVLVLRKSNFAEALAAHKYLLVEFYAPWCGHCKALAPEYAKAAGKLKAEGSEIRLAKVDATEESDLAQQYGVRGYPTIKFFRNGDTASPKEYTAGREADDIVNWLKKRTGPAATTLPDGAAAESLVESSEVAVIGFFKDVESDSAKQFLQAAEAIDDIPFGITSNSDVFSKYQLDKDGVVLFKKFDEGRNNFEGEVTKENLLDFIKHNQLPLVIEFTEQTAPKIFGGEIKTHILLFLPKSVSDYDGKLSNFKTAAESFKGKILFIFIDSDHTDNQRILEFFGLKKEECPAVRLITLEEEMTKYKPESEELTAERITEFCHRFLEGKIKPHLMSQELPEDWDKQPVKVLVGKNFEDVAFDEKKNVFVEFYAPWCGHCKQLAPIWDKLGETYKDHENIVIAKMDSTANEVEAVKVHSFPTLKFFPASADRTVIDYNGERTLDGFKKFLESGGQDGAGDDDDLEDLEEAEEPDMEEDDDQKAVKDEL
KKLEB tox: counter-screen for CF NF-kB inhibitors: cytotoxicity | KKLEB CF airway cells viability, ATPlite luminescence, overnight; stronger effect = lower value; cells stimulated with P. aeruginosa culture filtrate | activity change (cytotoxicity), % at 5 µM | 360,000 compounds, 0.36% hits | AID 602141;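 active = corrected activity change at or below -50% at 5 µM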
TRPM1 prom inh: inhibitors of MITF-driven TRPM1 promoter in melanoma cells; inhibition, % at 12.5 µM; SK-MEL-5 TRPM1 promoter luciferase, 24 h; 330,000 compounds, 0.83% hits; AID 488899;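 active = mean inhibition across replicates of 60% or more, whatever share of single replicates reaches that level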; note: values of inactives mirror those of a sister screen read the other way
CaV13 FRET inh: Primary screen for inhibitors of IQ motif and Ca2+-dependent inactivation inhibitor domain binding in CACNA1D, Förster resonance energy transfer in living cells, …. HEK cells, CFP/YFP FRET ICDI-IQ, plate reader, 10 min; percent FRET-ratio fall versus neutral wells. AID 743397. 340,000 compounds, 0.098% hits. inhibition, % at 12.3 µM;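 active = mean replicate inhibition of at least 30% and at least 1% of replicates passing that level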;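 note: 0% = median of the neutral control wells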
Peg3 promoter: reduces Peg3 promoter-driven luciferase expression in HeLa. HeLa PEG-Prom luciferase reporter, luminescence, overnight. inhibition, % at 20 µM. 360,000 compounds, 1.7% hits;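 active = inhibition of at least 50% at 20 µM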
Starred values were filed as active, the others as inactive; nt = not tested or not shown; & = joins results of further samples. Not a hit list, and some 3.3% of all compounds hit somewhere here.

SMILES	Vif inh	CF NFkB inh	NR2E3 ag-1	HIF-2a block	NR2E3 ag-2	Shn3 3UTR inh	PDI inh	KKLEB tox	TRPM1 prom inh	CaV13 FRET inh	Peg3 promoter
CC(=O)N1CC(C)Sc2ccc(S(=O)(=O)NCc3ccc(F)cc3)cc21 (stereo not drawn)	1	8	27	12	3	29	-2	-2	-12	-2	17
O=C(O)CCC(=O)OCCCc1cc2ccccc2c(=O)o1	-14	-13	13	8	nt	-8	-6	1	10	-5	-4
COCCNC(=O)C1(C)CCN(C(=O)COc2ccc(Cl)cc2Cl)C1 (stereo not drawn)	-2	-17	-9	1	nt	17	-3	7	nt	-4	-5
N#C/C(=C/c1ccc(N2CCOCC2)o1)c1ccc(Br)cc1	3	-51	-33	-127	0	55	-6	-4	-61	nt	-146
CCCCOc1ccc(C(=O)NN2CCOCC2)cc1	-8	-9	-13	-5	-1	-68	-13	2	-20	-5	1
C=CCSc1nnc2n(CCc3ccccc3)c(=O)c3c4c(sc3n12)COC(C)(C)C4	6	-14	5	2	0	5	-7	-8	-20	nt	6
COCCN(C(=O)c1cccc(-n2cnnn2)c1)c1c(N)n(CC(C)C)c(=O)[nH]c1=O	5	5	-12	8	1	-2	-1	-4	-4	-1	6
CC(C)(C)C1C/C(=C/c2ccccn2)C(=O)/C(=C/c2ccccn2)C1 (stereo not drawn)	16	89*	96*	96*	1	95*	0	-53*	102*	nt	102*
Cc1ccc(S(=O)(=O)NCC(=O)NCC(=O)N(C)Cc2ccc3ccccc3c2)cc1C	-14	8	-17	7	-1	12	0	2	21	-7	12
Cc1cc(C)cc(NC(=S)NCCc2c[nH]c3ccccc23)c1	nt	6	0	3	1	-4	-4	13	5	-2	3
NCc1ccc(S(N)(=O)=O)cc1	-3&-4	4&15	-9&-5	2&5	1	-2&14	-3&-1	-51*	6&5	-5&-5	8&8
Cc1nc2ccccc2c(=O)n1NC(=O)c1cccc([N+](=O)[O-])c1	0	9	-26	3	6	37	3	7	12	2	9
CN(C)c1ccc(C2N(C)C(=O)c3ccccc3N2C)cc1 (stereo not drawn)	-9	1	-9	12	nt	-12	6	20	-2	-3	18
O=C(NCC1COc2ccccc2O1)C1(c2ccccc2)CCCC1 (stereo not drawn)	0	14	8	23	3	9	-2	14	-5	-1	22
Cc1nn(-c2ccc(N3CCCCC3)nn2)c(C)c1CCC(=O)Nc1cc(F)ccc1F	-9	-10	-39	-205	-3	-68	-4	2	-73	-2	-235
CCCCn1nc2cc(C(=O)NC3CCCc4ccccc43)ccc2c1OCC (stereo not drawn)	-10	-7	0	8	0	6	7	-10	10	-5	7
CCc1cc2c(=O)c(-c3nc4ccccc4n3C)c(C)oc2c(CN2CCN(CCO)CC2)c1O	-6	9	-2	16	-5	-4	13	17	7	-7	8
Cc1ccc(F)cc1C(=O)N1CCC1(C)C(=O)O (stereo not drawn)	1	0	20	11	nt	0	-1	-9	nt	-11	4
O=C(NCc1ccc(F)cc1)C(c1ccccc1)N(C(=O)c1csnn1)C1CC1 (stereo not drawn)	nt	-1	-3	20	1	9	7	-9	-3	-9	-10
Cn1c(=O)c2[nH]c(CCCCCCCc3nc4ccccc4[nH]3)nc2n(C)c1=O	-9	-20	20	-15	nt	65	5	5	18	-19	-16
CCOC(=O)C1(Cc2cccc(OC)c2)CCCN(Cc2cc(C(C)C)n[nH]2)C1 (stereo not drawn)	nt	0	9	15	0	19	-2	10	-8	-4	-3
COc1cc(/C(C)=N/NC(=O)c2nnn(-c3nonc3N)c2-c2cccs2)ccc1O	12	29	-6	13	-3	15	5	-3	-13	-16	12
CCCCOc1c(Cl)cc(CNC(C)(C)CO)cc1OCC	2	-13	-1	-7	3	7	0	-7	-10	-7	14
CCCn1c(N)c(N(CCOC)C(=O)c2ccc(-c3ccc(Cl)cc3)o2)c(=O)[nH]c1=O	3	1	1	5	-3	-6	4	6	0	-6	0
CC(=O)Nc1nnc(SCC(=O)N2CCCc3ccccc32)s1	-15	12	-10	10	1	15	3	2	-2	-3	7
COC(=O)C1(C)CCc2c(ccc3ccccc23)C1=O (stereo not drawn)	2	-9	-45	-180	nt	-6	nt	-2	nt	-5	-93
CC1=C(C(=O)N2CCOCC2)CC(CC(=O)NC2CCCCC2)C(=O)N1Cc1ccc(F)cc1 (stereo not drawn)	-2	-10	-12	3	nt	-8	-1	9	nt	-6	-3
C/C(CC(=O)NCc1ccc(Cl)cc1)=N\NC(=O)c1ccccc1F	0	-5	-62	8	-2	-1	1	-4	-9	-13	-10
NC(=O)CCN1CCN(Cc2cn[nH]c2-c2cccc3ccccc23)CC1	0	10	-8	12	0	-6	-1	-14	-1	0	2
O=C(Nc1ccccc1F)c1cnccn1	1	0	-10	-18	-1	-2	2	7	-17	2	-44
CN(C(=O)CSc1nnc(-c2ccccc2F)n1N)C1CCCCC1	-8	12	5	7	-1	6	-5	-3	-2	-3	3
CC1CC(=O)Nc2ccccc2N1S(=O)(=O)c1cccs1 (stereo not drawn)	0	-7	-13	17	-1	38	-1	2	nt	-17	10
Cc1c(C(=O)OCC(=O)N2CCCCC2C)oc2ccccc12 (stereo not drawn)	10	11	-2	-178	-3	-45	15	-13	-61	-5	-155
O=C(c1ccc(Cl)s1)N(Cc1nnc(-c2ccccc2Cl)o1)C1CC1	-2	9	-39	-122	3	-32	5	-1	-39	-5	-118
COc1ccccc1C(O)c1ncc(-c2cccc(C(F)(F)F)c2)[nH]1 (stereo not drawn)	-2	10	-12	16	nt	5	-4	-8	nt	-5	10
CC(C)NC(=O)C1(C)Cc2c(-c3cccc(C(F)(F)F)c3)ccnc2O1 (stereo not drawn)	-4	10	-13	16	nt	5	-19	7	nt	-3	18
Cc1ccc(NS(=O)(=O)c2cccc(C(=O)N3CCOCC3)c2)cc1	nt	-4	-7	8	0	5	2	2	5	-5	2
CCO[C@@H]1OC(C(=O)Nc2ccccc2)=C[C@H](c2ccccc2)[C@H]1CCCO	0	-6	-19	13	2	-20	-2	10	6	-10	6
Cc1cc(-n2c(C)cc(C(=O)CSc3nncn3C)c2C)no1	-4	-12	-2	-33	nt	90*	-18	2	2	-7	-1
COc1ccccc1N/C(N)=N/c1nc(C(F)(F)F)cc(=O)[nH]1	nt	-2	1	10	-2	6	-6	4	21	-2	3

Some of these compounds in order of molecular weight, ascending.
SMILES	Vif inh	CF NFkB inh	NR2E3 ag-1	HIF-2a block	NR2E3 ag-2	Shn3 3UTR inh	PDI inh	KKLEB tox	TRPM1 prom inh	CaV13 FRET inh	Peg3 promoter
COC(=O)C1(C)CCc2c(ccc3ccccc23)C1=O (stereo not drawn)	2	-9	-45	-180	nt	-6	nt	-2	nt	-5	-93
Cc1c(C(=O)OCC(=O)N2CCCCC2C)oc2ccccc12 (stereo not drawn)	10	11	-2	-178	-3	-45	15	-13	-61	-5	-155
CC1CC(=O)Nc2ccccc2N1S(=O)(=O)c1cccs1 (stereo not drawn)	0	-7	-13	17	-1	38	-1	2	nt	-17	10
COc1ccccc1N/C(N)=N/c1nc(C(F)(F)F)cc(=O)[nH]1	nt	-2	1	10	-2	6	-6	4	21	-2	3
Cc1cc(-n2c(C)cc(C(=O)CSc3nncn3C)c2C)no1	-4	-12	-2	-33	nt	90*	-18	2	2	-7	-1
COc1ccccc1C(O)c1ncc(-c2cccc(C(F)(F)F)c2)[nH]1 (stereo not drawn)	-2	10	-12	16	nt	5	-4	-8	nt	-5	10
Cc1ccc(NS(=O)(=O)c2cccc(C(=O)N3CCOCC3)c2)cc1	nt	-4	-7	8	0	5	2	2	5	-5	2
NC(=O)CCN1CCN(Cc2cn[nH]c2-c2cccc3ccccc23)CC1	0	10	-8	12	0	-6	-1	-14	-1	0	2
CC(C)NC(=O)C1(C)Cc2c(-c3cccc(C(F)(F)F)c3)ccnc2O1 (stereo not drawn)	-4	10	-13	16	nt	5	-19	7	nt	-3	18
CCO[C@@H]1OC(C(=O)Nc2ccccc2)=C[C@H](c2ccccc2)[C@H]1CCCO	0	-6	-19	13	2	-20	-2	10	6	-10	6
O=C(c1ccc(Cl)s1)N(Cc1nnc(-c2ccccc2Cl)o1)C1CC1	-2	9	-39	-122	3	-32	5	-1	-39	-5	-118
CC1=C(C(=O)N2CCOCC2)CC(CC(=O)NC2CCCCC2)C(=O)N1Cc1ccc(F)cc1 (stereo not drawn)	-2	-10	-12	3	nt	-8	-1	9	nt	-6	-3

Next part.
SMILES	Vif inh	CF NFkB inh	NR2E3 ag-1	HIF-2a block	NR2E3 ag-2	Shn3 3UTR inh	PDI inh	KKLEB tox	TRPM1 prom inh	CaV13 FRET inh	Peg3 promoter
CCOC(=O)/C=C1\SCC(=O)N1CC(=O)NCc1cccc(Cl)c1	-4	-25	11	13	-1	-6	-1	3	2	-3	11
CC(=O)Nc1ccc(C(=O)NC2CCSc3ccccc32)cc1 (stereo not drawn)	nt	28	-18	-51	-3	-13	-4	-21	-4	-5	-38
O=C(Oc1ccccc1N1CCOCC1)c1ccccc1	1	-17	3	12	4	nt	14	12	4	-4	-3
CCOC(=O)c1c(C)[nH]c(C)c1S(=O)(=O)N(C)CC(=O)Nc1cccc(F)c1	-8	8	10	2	0	-1	-7	-5	-8	-3	14
Cn1c(=O)c2ncn(CC(=O)NCCOCc3ccccc3Cl)c2n(C)c1=O	-1	-8	-23	21	-3	0	-6	0	4	-5	14
COc1ccc(S(=O)(=O)NC(=O)C2(C)CCN2C(=O)CC2CCCC2)cc1 (stereo not drawn)	7	-16	-6	1	nt	1	8	-3	nt	-8	-10
COc1ccc(NC(=O)Nc2cccc3c2O[C@H](CN(C)S(=O)(=O)c2ccccc2)[C@@H](C)CN([C@H](C)CO)C3=O)cc1	-4	-12	-15	5	nt	4	1	5	-6	-8	-4
Cc1ccc(N(CC(=O)NCc2ccncc2)S(C)(=O)=O)cc1	-11	-21	3	4	3	1	-3	8	-12	-2	-3

Compound activity from PubChem BioAssay.
